Lipid storage S3: qHTS Assay for Lipid Storage Modulators in Drosophila S3 Cells | Drosophila S3 cells, BODIPY lipid droplet fluorescence, 18-24 h; cells fed with added oleic acid | Potency in µM for hits, for the others lipid storage change, negative = inhibition, % at the top dose, mostly 46.1 µM | hit rate 0.64% among 320,000 | AID 2685; active = well fitted inhibition curve with a large enough effect in the signal ratio, with a control signal flat, not every such curve was filed as active; inconclusive = small, poorly fitted or top-dose-only effect, or effect the other way, or a change in a side signal; the % refers to the signal ratio
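Drosophila S3 cells got compounds at several concentrations plus oleic acid (400 uM solution). Laser-scanning cytometry with 488 nm excitation read lipid droplets at 500-530 nm and cells at 575-640 nm. Percent activity was relative to 20 uM Triacsin C.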
Lipid storage S3 cell count max: second read-out of Lipid storage S3, no call of its own (marks repeat the call); cell number change, %; measured here: cell count max response;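 cells counted by Cell Tracker Red CMTPX staining in the red channel; peak over a dose series mostly up to 46.1 µM; percent activity relative to internal control wells on each plate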
* marks the source's active call; other numbers are inactive results; i = inactive; ? = inconclusive; . = not tested or not shown; [ ] = remark or other dose. % is set by controls: 0 for no effect and ±100 for the full control effect; potency is the fitted concentration of half-maximal effect.

no.	Lipid storage S3	Lipid storage S3 cell count max	SMILES
1	?	.	Cc1ccc2c(c1)N(CC(=O)NCCCN1CCCCC1)C(=O)CO2
2	?	.	COC1=C(N)C(=O)c2nc(-c3nc(C(=O)O)c(C)c(-c4ccc(OC)c(OC)c4O)c3N)ccc2C1=O
3	?	.	Cc1ccc(NS(=O)(=O)c2c(C)[nH]c(C)c2C(=O)N2CCCC2)cc1Cl
4	?	.	Cc1ccn(C(=O)c2cc3c(C)nn(-c4ccccc4)c3s2)n1
5	?	.	CCCn1c(SCC(=O)NCc2ccc3c(c2)OCO3)n[nH]c1=O
6	i	-13	COc1ccc(CNC(=O)CN(C(=O)c2snc(C(N)=O)c2N)c2cccc(F)c2)cc1
7	18%	.	COc1cc(C(=O)OCC(=O)Nc2cc(S(=O)(=O)N3CCOCC3)ccc2C)ccc1OCC(C)C
8	?	.	Cc1ccc(C)c(NC(=O)CN(C)C(=O)c2cccc(S(=O)(=O)N3CCCC3)c2)c1
9	?	.	Cc1ccc(NC(=S)N2CCN(S(=O)(=O)c3ccc(C)cc3)CC2)cc1
10	?	.	Cc1cc(C(=O)NNC(=O)c2sccc2C)c(C)o1
11	21µM*	-7.8*	COc1ccccc1C(=O)Nc1nnc(SCC(=O)NCc2ccco2)s1
12	?	.	COc1ccc(CSc2nc(C)[nH]c2[N+](=O)[O-])cc1[N+](=O)[O-]
13	?	.	O=C(NCC(=O)N1CCN(c2ccccc2O)CC1)c1ccc2ccccc2c1
14	?	.	CC(C)CCN1C(=O)c2ccccc2C1C(=O)NCc1cccnc1 (stereo unspecified)
15	?	.	O=C1CC(c2ccccc2)c2cccc(F)c21 (stereo unspecified)
16	i	-3	O=C(O)c1cccnc1SC1CC(=O)N(Cc2ccccc2)C1=O (stereo unspecified)
17	-20%	.	COc1ccc(-c2nc(CS(=O)(=O)CC(=O)NCCCc3ccccc3)c(C)o2)cc1
18	?	.	OCCC1CN(Cc2cccn2-c2nccs2)CCN1CCc1ccccc1 (stereo unspecified)
19	?	.	Oc1c(Br)cc(Br)cc1CNc1ccccn1
20	i	-7	COc1ccc(/C=N/N=C2\CC3CCC2(C)C3(C)C)cc1O (stereo unspecified)
21	-19%	-5	Cc1ccc(C(=O)CSc2nnc(-c3ccccc3N)n2C)cc1
22	1%	25	N/C(=N\OC(=O)c1cccs1)C1(c2ccc(Cl)cc2Cl)CC1
23	20%	-3	CCSC1=N/C(=C\c2cccnc2)C(=O)N1c1ccccc1
24	?	.	CC1(c2ccc(C#N)cc2)NC(=O)N(CC(=O)Nc2cc(S(=O)(=O)N3CCOCC3)ccc2Cl)C1=O (stereo unspecified)
25	i	.	COc1cnn(-c2cc(Oc3ccc(C)cc3)ncn2)c(=O)c1Cl
26	i	-18	COCCCN=C1NN=C(c2cc(C)n(Cc3ccco3)c2C)CS1
27	14%	6	O=C(CSc1nccc(=O)[nH]1)NC1CCCc2ccccc21 (stereo unspecified)
28	0%	7	CCSC1=NCCN1C(=O)c1ccc(S(=O)(=O)N(C)C)cc1
29	14%	5	Cc1ccc(NC(=O)NNS(=O)(=O)c2ccc(Br)cc2)cc1
30	?	.	CC(=O)c1ccc(NC(=O)CN2CCN(c3ccccc3)CC2)cc1
31	?	.	O=C(Nc1nccs1)c1ccc([N+](=O)[O-])cc1
32	?	.	S=C1NC2(CCCCCC2)N=C1c1ccccc1
33	?	.	Cc1cc(=O)[nH]c(N/N=C/c2cn(CCC#N)nc2-c2ccccc2)n1
34	-4%[0.0737 µM]	.	O=C(COc1ccccc1[N+](=O)[O-])N(C1CCCCC1)C1CCS(=O)(=O)C1 (stereo unspecified)
35	4%	9	CC(=O)c1cc2c(cc1NC(=O)CCCC(=O)O)OCO2
36	?	.	CCOc1ccc(NC(=O)CN(C)C(=O)C2CC(=O)N(c3ccc4c(c3)OCCO4)C2)cc1OCC (stereo unspecified)
37	?	.	Cc1ccc(N=c2c([N+](=O)[O-])nn(-c3ccc4c(c3)OCCO4)n2O)cc1F
38	4%	4	O=C(Nc1cccc(NC(=O)c2ccco2)c1)c1ccc([N+](=O)[O-])cc1
39	-5%	0	O=C(c1cc2ncc(CCCl)cn2n1)N1CCCCCC1
40	4%	.	CCNC(=O)/C(=C\c1ccc2c(c1)OCO2)NC(=O)c1ccc(Br)cc1
41	5%	1	CC(CCc1ccccc1)NC(=O)COC(=O)c1cccc(N(C)C)c1 (stereo unspecified)
42	?	.	Cc1oc(-c2ccc(Cl)cc2)nc1CS(=O)CC(=O)NC(C)c1ccccc1 (stereo unspecified)
43	7%	3	CCOC(=O)c1c(C)[nH]c(C(=O)CC(=O)OC)c1C
44	?	.	CN(C)c1ccc(NC(=O)C2C3C=CC(C3)C2C(=O)O)cc1 (stereo unspecified)
45	?	.	O=C(COc1ccc(Cl)cc1)Nc1cccc(-c2ccc3nncn3n2)c1
46	6%	.	C/C(=N\Nc1nc(C(=O)O)cs1)c1ccccc1
47	1%	10	CCOC(=O)Cc1nnc(NC(=O)C23CC4CC(CC(C4)C2)C3)s1
48	?	.	COc1ccc(N(C(=O)c2ccco2)S(=O)(=O)c2ccccc2)cc1
49	?	.	CC(=O)CC1=NC(C)(C)Cc2ccccc21
50	?	.	CCC(=O)N1CCN(c2nc(-c3ccccc3)c3c(c2C#N)CCCC3)CC1

Four entries out of the list above, arranged by the value under Lipid storage S3, low to high.
item | Compound | Lipid storage S3 | Lipid storage S3 cell count max
47 | CCOC(=O)Cc1nnc(NC(=O)C23CC4CC(CC(C4)C2)C3)s1 | 1% | 10
41 | CC(CCc1ccccc1)NC(=O)COC(=O)c1cccc(N(C)C)c1 (stereo unspecified) | 5% | 1
46 | C/C(=N\Nc1nc(C(=O)O)cs1)c1ccccc1 | 6% | .
43 | CCOC(=O)c1c(C)[nH]c(C(=O)CC(=O)OC)c1C | 7% | 3

(further entries)
no.	Lipid storage S3	Lipid storage S3 cell count max	SMILES
51	?	.	CCN(CC)C(=S)Nc1ccc(Cl)c(Cl)c1
52	?	.	O=C(NC(=S)Nc1ccccn1)c1ccc([N+](=O)[O-])cc1
53	21%	-6	O=[N+]([O-])c1ccc(N2CCN(c3cccc(Cl)c3)CC2)cn1
54	-26%	17	COc1ccc(C(=O)/C=C/c2ccccc2F)c(OC(=O)c2ccc([N+](=O)[O-])cc2)c1
55	-6%	3	CCN1CCN(CCNC(=O)CCc2c(C)c3c(C)nn(-c4ccccc4)c3n(C)c2=O)CC1
56	-14%	-16	COC(=O)c1ccccc1CON1C(=O)C(C)(C)N(OCc2ccccc2C(=O)OC)C(=O)C1(C)C
57	i	6	Cc1nnc(NC(=O)CCCN2C(=O)c3ccccc3C2=O)s1
58	?	.	CCOc1ccc(S(=O)(=O)n2nc(C)cc2C)c2ccccc12
59	26µM*	-13*	CCCn1c(C)cc(C(=O)COc2ccc(S(=O)(=O)N(CC)CC)cc2[N+](=O)[O-])c1C
60	-2%	.	C=CCNC(=O)/C(=C\c1ccc([N+](=O)[O-])cc1)NC(C)=O
61	?	.	CC(C)C(=O)Nc1cccc(C(=O)Nc2nncs2)c1
62	?	.	Cc1ccc(Oc2nccc(-c3ccc(Cl)cc3)n2)cc1
63	?	.	COc1ccc2c(C)nc(N/C(N)=N/S(=O)(=O)c3ccc(C)cc3)nc2c1
64	i	.	c1ccc2c(c1)C(=Nn1cnnc1)c1ccccc1-2
65	?	12	CN1C[C@H](C(=O)N[C@]2(C)O[C@@]3(O)[C@@H]4CCCN4C(=O)[C@H](Cc4ccccc4)N3C2=O)CC2c3cccc4[nH]cc(c34)C[C@H]21 (stereo partly specified)
66	4%	2	CNC(=O)C(C)N1c2cccc3cccc(c23)S1(=O)=O (stereo unspecified)
67	?	.	O=c1[nH]n(CCO)c(=O)c2cccnc12
68	?	.	O=C(c1cc2ccccc2o1)N1CCN(S(=O)(=O)c2ccccc2)CC1
69	?	.	Cc1cccc(C(=O)n2c(=S)nc3ccccn32)c1
70	7%	0	O=C1CCN(CCc2ccccc2)CCN1[C@H](CSc1ccc(Br)cc1)Cc1ccccc1
71	i[0.369 µM]	-6	N/C(=N\S(=O)(=O)c1cc(C(F)(F)F)cc(C(F)(F)F)c1)c1ccncc1
72	?	.	Cc1cccc(Nc2c([N+](=O)[O-])ccc3nonc23)c1C
73	i	2	CN(C)CCOC(=O)CCc1ccccc1
74	-28%	16	CCOC(=O)C1(CCOc2ccccc2)CCN(Cc2ccc(C(=O)OC)cc2)CC1
75	i	1	COc1ccc2c(c1)cc(C)c1nnc(SCC(=O)N(C)c3nc(-c4ccccc4)cs3)n12
76	?	.	CCCCNC(=O)CN1C(=O)c2cccc(N)c2C1=O
77	-2%	24	CC(C)n1c(SCC(=O)Nc2nncs2)nnc1C1CC1
78	?	.	Cc1cccnc1NC(=O)CCNC(=O)c1ccc(Br)cc1
79	-10%	7	CN(C)c1ccc(NC(=O)CN2CCC(O)(c3ccccc3)CC2)cc1
80	-23%	-13	O=C(CN1CCN(C(=O)c2ccco2)CC1)Nc1cc(Cl)ccc1Cl

5 entries drawn at random from those above, as already listed:
no.	Lipid storage S3	Lipid storage S3 cell count max	SMILES
76	?	.	CCCCNC(=O)CN1C(=O)c2cccc(N)c2C1=O
73	i	2	CN(C)CCOC(=O)CCc1ccccc1
78	?	.	Cc1cccnc1NC(=O)CCNC(=O)c1ccc(Br)cc1
72	?	.	Cc1cccc(Nc2c([N+](=O)[O-])ccc3nonc23)c1C
79	-10%	7	CN(C)c1ccc(NC(=O)CN2CCC(O)(c3ccccc3)CC2)cc1

The list continues:
no.	Lipid storage S3	Lipid storage S3 cell count max	SMILES
81	i	0	CCN(CC)CC(=O)Nc1ccc(-c2nc3cc(NC(=O)CN(CC)CC)ccc3o2)cc1
82	?	.	O=[N+]([O-])c1ccc(N2CCCCCC2)c([N+](=O)[O-])c1
83	6.5µM*	-2.9*	CCNC(=O)C(=O)Nc1cc2c3c(c1)CCN3C(=O)CC2
84	?	.	O=C1c2[nH]nc(-c3ccccc3O)c2C(c2ccccc2F)N1Cc1ccco1 (stereo unspecified)
85	?	.	O=[N+]([O-])c1[nH]cnc1/C=C/c1ccccc1
86	?	.	COc1ccc(-c2cn3cccnc3n2)cc1
87	-9%	-4	CC(=O)N(C1=C(N2CCOCC2)C(=O)c2ccccc2C1=O)c1ccc(C(=O)O)cc1
88	?	.	COc1cc(SC)ccc1C(=O)NCC1CCCO1 (stereo unspecified)
89	?	.	Cc1ccc(N=Cc2c(O)[nH]c3ccccc23)c([N+](=O)[O-])c1
90	-4%	-4	O=C(/C=C/Nc1ccc(Br)cc1F)c1ccco1

The final 6 records of the section before are carried over, then new ones follow.
no.	Lipid storage S3	Lipid storage S3 cell count max	SMILES
85	?	.	O=[N+]([O-])c1[nH]cnc1/C=C/c1ccccc1
86	?	.	COc1ccc(-c2cn3cccnc3n2)cc1
87	-9%	-4	CC(=O)N(C1=C(N2CCOCC2)C(=O)c2ccccc2C1=O)c1ccc(C(=O)O)cc1
88	?	.	COc1cc(SC)ccc1C(=O)NCC1CCCO1 (stereo unspecified)
89	?	.	Cc1ccc(N=Cc2c(O)[nH]c3ccccc23)c([N+](=O)[O-])c1
90	-4%	-4	O=C(/C=C/Nc1ccc(Br)cc1F)c1ccco1
91	?	.	CC1CC1C(=O)OCC(=O)NC(=O)c1ccccc1 (stereo unspecified)
92	?	.	COc1ccc(C2CC(c3ccc4ccccc4c3)=NN2C(=O)COC(=O)C2CCC(=O)N2)cc1 (stereo unspecified)
93	?	.	Clc1ccc(Sc2ccc(/C=N/n3cnnc3)o2)cc1
94	7%	8	CCOC(=O)CNC(=O)C(Cc1ccccc1)NS(=O)(=O)c1cccs1 (stereo unspecified)
95	?	.	COc1ccc(N(C(=O)CNS(=O)(=O)c2ccccc2)C(C(=O)NCc2ccco2)C(C)C)cc1 (stereo unspecified)
96	?	.	Cc1cc(C)nc(N2C(=O)CC(C(C)c3ccccc3)C2=O)n1 (stereo unspecified)
97	?	.	CN1C[C@@H]2C(c3ccccc3)C3(c4cccnc4)CC2(C3)[C@H]1c1ccccc1 (stereo partly specified)
98	i	.	CCCc1nnc(NC(=S)Nc2ccccc2)s1
99	?	.	C=CCn1c(CSc2nc3ccccc3s2)nnc1SCC(=O)NCc1cccnc1
100	1%	-1	COc1ccc(C(CC(=O)O)c2ccc3c(c2)OCO3)cc1 (stereo unspecified)
101	?	.	CCOC(=O)c1c(/N=C/C2C(=O)CC(C)(C)CC2=O)sc(C)c1C
102	?	.	O=[N+]([O-])c1cc(Cc2ccccc2)cc(C=Nc2ccc(N3CCOCC3)cc2)c1O
103	13%	.	Cn1cnnc1SCc1ccc(-c2ccc(Br)cc2)o1
104	i	2	O=C(CCCCCN1C(=O)[C@@H]2Cc3ccccc3CN2C1=O)Nc1ccccc1Cl
105	i	4	CCc1c(C)c(C#N)c2nc3ccccc3n2c1NCCOC
106	?	.	Cc1ccc(C)c(OC(=O)c2cncc(Br)c2)c1
107	i	0	CC1Cc2ccccc2N1S(=O)(=O)c1cccs1 (stereo unspecified)
108	-4%	-23	Cc1ccc(S(N)(=O)=O)cc1NC(=O)C1CC2CCC1C2 (stereo unspecified)
109	?	.	CCOC(=O)C(C)On1c(-c2cccc(Cl)c2)nc2ccc([N+](=O)[O-])cc21 (stereo unspecified)
110	9%	.	O=C(Nc1ccccc1)n1cc(-c2ccccn2)c(N2CCOCC2)n1
111	4%	-2	Cc1nc2sc3c(c2c(=O)[nH]1)CCCC3
112	?	.	CC(C)NC(=O)C1CCN(C2CCN(C(=O)/C=C/c3cccs3)CC2)CC1
113	?	.	COCc1cc(C)nc(SCC(=O)Nc2cccc(C)c2C)c1C#N
114	?	.	CC(C)c1ccc(S(=O)(=O)N2CCN(CC(=O)Nc3ccc4c(c3)OCO4)CC2)cc1
115	?	.	COc1ccc(CN2CCN(c3cccc(C)c3C)CC2)cc1OC
116	?	.	CN(C(=O)c1ccc2c(c1)OCO2)C1(C)CCS(=O)(=O)C1 (stereo unspecified)

A portion of the library; the hit share may differ from the screen's.
